Assay outcomes (PubChem BioAssay)
Growth percent in the NCI-60 one-dose screen (48 h, 10 µM unless noted): 100 = growth as untreated, 0 = no growth, -100 = all killed.
NCI-H322M: NCI-H322M lung cancer | 80,000 tested, 2.7% active | AID 1794733
RXF 393: RXF 393 renal cancer cells; 77,000 tested, 6.9% active
786-0: 786-0 renal cancer cells; 81,000 tested, 5.1% active
NCI-H522: NCI-H522 lung cancer; 78,000 tested, 8% active; AID 1794739
CAKI-1: CAKI-1 renal cancer. 75,000 tested, 4.7% active
NCI-H460: NCI-H460 lung cancer; 82,000 tested, 6.8% active
UO-31: UO-31 renal cancer; 81,000 tested, 5.2% active
ACHN: ACHN renal cancer; 81,000 tested, 4.9% active; AID 1794771
TK-10: TK-10 renal cancer cells | 81,000 tested, 3.9% active | AID 1794769
Starred values were filed as active, the others as inactive; x = not tested or not shown. How the source made its calls: active means growth percent below 10; inactive means the rest.

SMILES	NCI-H322M	RXF 393	786-0	NCI-H522	CAKI-1	NCI-H460	UO-31	ACHN	TK-10
CCN(CC)CCC(CCN(CC)CC)(C(=O)O)c1ccccc1	96.1	117.0	95.2	92.1	99.2	108.2	92.8	94.5	101.5
C=CCn1cc(-c2nc3ccccc3s2)c2cc(-c3ccc4c5c(cccc35)C(=O)N(Nc3ccccc3)C4=O)ccc21	99.3	106.9	98.8	94.1	89.0	100.8	76.1	102.2	124.4
CN1CCN(Cc2ccc(NC(=O)c3cncc(C#Cc4cnn5cccnc45)c3)cc2C(F)(F)F)CC1	19.8	-76.5*	27.1	-58.7*	21.6	3.2*	22.3	11.2	32.8
COC(=O)C1(CC(=O)c2cccc([N+](=O)[O-])c2)NC(=S)NC(=O)C1C#N (stereo not drawn)	102.0	86.7	108.7	110.8	91.9	111.2	82.2	101.0	121.5
C#CC(=O)Nc1ccc2c(c1)C(O)(CC#N)C(=O)N2 (stereo not drawn)	101.7	105.1	97.1	96.1	91.9	108.4	95.0	104.5	100.4
CCOC(=O)Nc1ccc(C(=O)/C=C/c2ccccc2)cc1	100.3	36.8	87.1	106.0	104.5	91.3	51.9	101.9	103.0
c1ccc(-c2oc3ncnc(NCCCNc4ncnc5oc(-c6ccccc6)c(-c6ccccc6)c45)c3c2-c2ccccc2)cc1	97.0	106.2	93.1	81.2	x	108.1	74.7	99.7	102.0
CCOP(=O)(OCC)c1nc(-c2ccccc2)oc1N(C)CC(O)C(O)C(O)C(O)CO (stereo not drawn)	101.0	117.1	107.8	91.6	97.3	108.1	85.2	105.1	101.5
COc1cc(NC2=C(Cl)C(=O)c3nc(C)ccc3C2=O)cc(OC)c1	89.8	-97.2*	-59.5*	-80.6*	-96.5*	2.0*	-94.6*	-99.6*	-50.1*
COc1cc2c(cc1OC)C(Cc1ccccc1[N+](=O)[O-])=NCC2	105.6	107.0	106.6	88.3	89.2	97.9	64.7	96.7	108.6
O=C1/C(=C/c2ccccc2)S[C@]2(C(=O)Nc3ccccc32)N1c1ccccc1	91.5	91.9	102.6	72.1	85.4	96.4	61.9	96.4	142.6
CC(C)OC(=O)c1ccc(NC(=O)CN2CCOCC2)cc1	x	114.9	86.7	77.6	x	107.3	97.6	105.7	89.0
COc1ccccc1N1CCCCC1	108.3	133.0	95.8	93.8	97.8	108.5	98.9	102.6	95.0
CCOC(=O)C(CC(C)=O)c1ccccc1 (stereo not drawn)	126.6	110.3	106.0	98.2	82.7	99.9	98.1	109.2	106.7
CCCC(=N)OCC	98.0	116.5	100.6	100.1	94.1	103.9	86.3	102.6	97.7

Among those listed so far, two have a halogen:
SMILES	NCI-H322M	RXF 393	786-0	NCI-H522	CAKI-1	NCI-H460	UO-31	ACHN	TK-10
CN1CCN(Cc2ccc(NC(=O)c3cncc(C#Cc4cnn5cccnc45)c3)cc2C(F)(F)F)CC1	19.8	-76.5*	27.1	-58.7*	21.6	3.2*	22.3	11.2	32.8
COc1cc(NC2=C(Cl)C(=O)c3nc(C)ccc3C2=O)cc(OC)c1	89.8	-97.2*	-59.5*	-80.6*	-96.5*	2.0*	-94.6*	-99.6*	-50.1*

Other structures.
SMILES	NCI-H322M	RXF 393	786-0	NCI-H522	CAKI-1	NCI-H460	UO-31	ACHN	TK-10
COC(=O)[C@H](C)N(C)C(=O)[C@@H]1CSSC[C@@H](NC(=O)c2nc3ccccc3cc2O)C(=O)NCC(=O)N1C	102.0	109.9	102.0	68.9	112.5	76.1	89.0	100.3	106.6
COC1=C[C@]23CCCN2CCc2cc4c(cc2[C@@H]3[C@@H]1OC(=O)CCCC(C)C)OCO4	73.2	x	80.3	90.8	91.2	64.2	80.4	83.7	98.4
CC(=O)c1cn2ccc3ccccc3c2c1[Si](C)(C)C	109.6	x	90.7	91.3	87.6	102.1	83.5	106.5	129.0
COc1cc(C)cc(-c2c(-c3cc(N4CC(O)C4)nc(-c4cccnc4)n3)cnn2C)c1	100.6	77.9	81.6	86.5	94.5	90.8	76.7	66.5	99.5
Cc1nn(-c2ccccc2)c(-n2ccnc2)c1/C=N/Nc1nc(-c2ccc(Cl)c(Cl)c2)cs1	76.0	-1.6*	20.7	31.5	24.9	3.5*	49.6	39.9	2.7*
CC(=O)C1CCCCC1	105.4	99.1	98.8	x	90.8	102.0	92.8	97.3	99.5
COc1ccc(N2CCN(Cc3ccc(-c4nn5c(=O)c(Cl)c(C)nc5s4)cc3)CC2)cc1	100.5	95.0	99.3	65.1	92.4	100.1	76.9	92.2	105.2
Brc1ccc(-c2nnc3sc(/C=C/c4ccccc4)nn23)cc1	97.4	105.5	101.6	96.7	87.7	104.4	86.3	100.0	132.7
CC1CCC(=NNC(=O)Cc2ccccc2Nc2c(Cl)cccc2Cl)CC1 (stereo not drawn)	102.0	100.5	92.4	103.0	90.2	109.2	78.7	104.5	102.5
O=C(CSC1CCc2ccccc21)NNC(=O)Nc1ccc(Cl)cc1 (stereo not drawn)	89.0	107.6	106.4	68.4	92.1	95.7	66.4	72.4	106.9
CCC(NN)C(=O)OCc1ccccc1 (stereo not drawn)	104.5	105.6	96.5	100.6	95.0	117.9	86.0	99.8	126.0
CCOC(=O)C1(c2cccs2)C(=O)C2=C(CCCC2)N1c1ccccc1 (stereo not drawn)	85.5	96.2	93.1	83.4	83.4	109.5	85.0	95.1	90.2
O=C1NN=CN2c3ccc(Br)cc3CC(O)CC12 (stereo not drawn)	103.9	102.9	97.0	78.1	103.3	106.2	95.0	104.0	x
CCOC(=O)C(=O)C=P(c1ccccc1)(c1ccccc1)c1ccccc1	98.2	106.5	101.0	90.1	101.3	102.7	90.2	108.0	99.0
Fc1ccc(Nc2nc(Nc3cnc4ccccc4c3)c3[nH]cnc3n2)cc1Cl	103.7	91.5	89.6	52.7	86.7	88.9	74.6	81.4	112.5
CN1CCN(C(=O)[C@]23CCC(C)(C)C[C@@H]2C2=CC[C@@H]4[C@@]5(C)Cc6c([nH]c7ccccc67)C(C)(C)[C@@H]5CC[C@@]4(C)[C@]2(C)CC3)CC1	88.6	80.1	74.4	78.2	55.2	75.8	57.7	86.9	92.4
CCOC(=O)c1c(C)nc2c(c1N)CC(=O)N2[C@@H](C)c1ccc(OC)cc1	97.1	87.5	82.2	61.2	x	92.9	61.1	74.1	101.4
CCOC(=O)c1c(C)nc(C)c(C(=O)OCC)c1-c1ccc(OC)cc1	90.0	102.4	97.7	85.6	98.2	102.6	82.4	94.2	108.6
CC(=O)c1ccc(NC(=O)CCN2CCN(c3cc4c(cc3F)c(=O)c(C(=O)O)cn4C3CC3)CC2)cc1	106.8	112.6	99.0	89.0	x	105.6	88.6	108.5	96.4
CS(=O)(=O)Oc1ccccn1	x	109.8	100.3	99.8	89.8	105.5	88.2	99.5	95.1
CCCCOc1nc2ccccc2cc1/C=C/C(=O)/C=C(O)/C=C/c1cc2ccccc2nc1OCCCC	98.0	117.0	107.8	78.6	91.1	120.1	95.6	94.2	101.9
Cc1[nH]c(=S)[nH]c(=O)c1CCC1OCCO1	81.7	104.1	108.7	108.2	63.3	113.6	86.7	99.6	74.8
Oc1c(Cl)cc(Cl)cc1C1N2CCCCC2C2c3cccn3-c3ccccc3N21 (stereo not drawn)	110.4	119.0	96.6	90.1	91.4	107.6	91.7	102.2	98.6
Cc1ccc(S(=O)(=O)Oc2nc3ccccc3nc2N(S(=O)(=O)c2ccc(C)cc2)S(=O)(=O)c2ccc(C)cc2)cc1	86.9	124.2	101.6	88.7	94.3	100.8	80.8	97.1	113.4
O=C1[C@H]2Cc3c([nH]c4ccccc34)[C@@H](c3c(Cl)cccc3Cl)N2C(=O)CN1C1CCN(Cc2c(F)cccc2F)CC1	85.9	75.1	81.2	71.0	83.7	86.5	56.8	64.0	68.3
Nc1ccc(C2=NN(C(=O)c3cc(-c4ccc(Cl)cc4)nc4ccccc34)C(c3cc(-c4ccccc4)nn3-c3ccccc3)C2)cc1 (stereo not drawn)	98.5	112.4	95.5	85.0	x	110.4	87.4	100.0	104.6
O=C(C[N+](=O)[O-])c1ccccc1	105.2	107.3	101.1	106.2	98.7	101.9	85.3	102.8	110.2
CC1=CC(=O)OC1CC(=O)O (stereo not drawn)	109.8	104.3	104.2	80.6	x	110.4	101.1	x	99.9
O=C1C(Cl)=C(NCCCN2CCOCC2)C(=O)c2ccccc21	98.5	108.5	113.0	89.9	101.6	99.2	61.0	107.9	131.2
COc1ccc(-c2csc(NC3=CC(c4ccc(Cl)cc4)OC3=O)n2)cc1 (stereo not drawn)	96.8	108.0	92.8	77.1	100.3	109.5	90.8	103.0	80.0

Compound profiles (already shown). Values in the order: NCI-H322M	RXF 393	786-0	NCI-H522	CAKI-1	NCI-H460	UO-31	ACHN	TK-10
Cc1[nH]c(=S)[nH]c(=O)c1CCC1OCCO1 is listed as 81.7	104.1	108.7	108.2	63.3	113.6	86.7	99.6	74.8
CCOC(=O)c1c(C)nc2c(c1N)CC(=O)N2[C@@H](C)c1ccc(OC)cc1 is listed as 97.1	87.5	82.2	61.2	x	92.9	61.1	74.1	101.4
COc1ccc(-c2csc(NC3=CC(c4ccc(Cl)cc4)OC3=O)n2)cc1 (stereo not drawn) is listed as 96.8	108.0	92.8	77.1	100.3	109.5	90.8	103.0	80.0
O=C1C(Cl)=C(NCCCN2CCOCC2)C(=O)c2ccccc21 is listed as 98.5	108.5	113.0	89.9	101.6	99.2	61.0	107.9	131.2
CN1CCN(C(=O)[C@]23CCC(C)(C)C[C@@H]2C2=CC[C@@H]4[C@@]5(C)Cc6c([nH]c7ccccc67)C(C)(C)[C@@H]5CC[C@@]4(C)[C@]2(C)CC3)CC1 is listed as 88.6	80.1	74.4	78.2	55.2	75.8	57.7	86.9	92.4

Next part
SMILES	NCI-H322M	RXF 393	786-0	NCI-H522	CAKI-1	NCI-H460	UO-31	ACHN	TK-10
Oc1ccc(Nc2ccc3ccccc3c2)cc1	33.9	78.3	46.7	x	9.0*	59.4	10.6	18.5	45.3
COc1cccc(/C=C/C(=O)Nc2cc(OC)c3c(c2)OCO3)c1	102.5	102.5	91.3	87.4	93.7	100.4	101.0	102.2	98.4
O=C1NN(C(=O)c2ccc(O)cc2)C(c2ccccc2)=N/C1=C\c1ccc(F)cc1	107.3	112.6	100.6	101.4	92.4	102.6	105.6	101.7	103.5
O=C(/C=C/c1ccc([N+](=O)[O-])cc1)c1ccc2c3c(cccc13)CC2	78.4	x	83.9	70.4	72.1	38.4	19.2	99.1	107.1
CS(=O)(=O)c1ccc(-c2cc(-c3nnc(SCC(=O)c4ccccc4)n3-c3ccccc3)c3ccccc3n2)cc1	96.2	85.7	81.0	87.2	70.2	90.1	70.4	93.4	108.8
O=C1c2nc3n(c2C(=O)c2nc4n(c21)CCCC4)CCOC3	101.3	87.9	115.4	89.9	100.0	60.8	94.0	92.7	125.1
CC(C(=O)O)N1C(=NCC(=O)c2ccccc2)NNC1(C)c1ccccc1O (stereo not drawn)	95.9	107.2	96.9	84.1	93.8	93.9	76.3	82.8	121.7
COc1cc(Cl)cc(-c2nn(-c3cccc(NC(=O)Nc4ccc(Cl)c(Cl)c4)c3)cc2-c2ccncc2)c1	32.3	4.5*	19.6	-19.0*	7.5*	3.1*	0.6*	9.7*	19.8
CC1=C(C)C(=O)C(C(C)C2=C(C)C(=O)C(C)=C(C)C2=O)=C(C)C1=O	110.5	11.3	88.1	91.2	142.4	95.9	83.8	109.6	75.7
C[C@@H]1CN(c2nnc(-c3ccccn3)n2C)C[C@H](C)O1	89.6	113.1	98.9	97.4	92.6	100.3	90.5	100.3	95.7
CC(=O)N1N=C(c2ccc3ccccc3c2O)OC1c1ccc(Cl)cc1 (stereo not drawn)	93.0	107.3	101.6	89.5	99.2	107.4	80.3	94.6	111.5
NC(C(=O)c1ccccc1)c1ccccc1 (stereo not drawn)	119.4	112.2	106.6	78.2	97.5	110.0	100.7	116.3	85.5
C#CCOC(=O)[C@]1(C)CCC[C@]2(C)[C@H]3C[C@H]4C(C(C)C)=C[C@]3(CC[C@H]21)[C@@H]1C(=O)CCC(=O)[C@@H]14	102.5	86.0	88.5	63.7	x	90.9	74.7	93.5	90.7
Cc1ccc(C(O)(CBr)CC(Cl)(Cl)Cl)cc1 (stereo not drawn)	106.9	106.3	101.1	88.6	108.8	104.7	84.1	101.9	91.8
COc1ccc(NC(=O)/C(C)=N/O)cc1	97.4	122.9	96.7	97.1	100.0	116.4	93.6	107.7	91.4
Cc1[nH]c2ccccc2c(=O)c1CC=C(Cl)Cl	-47.2*	63.9	-80.2*	65.7	45.8	-74.0*	20.4	26.8	43.4
O=C(NNC(=O)c1cc2oc(-c3cccc(C(F)(F)F)c3)cc2[nH]1)c1ccccc1	63.0	76.7	97.3	x	82.5	86.1	86.7	88.2	105.5
CCCCSc1nnc(-c2ccc(-c3ccccc3)nc2C)o1	110.3	100.8	97.4	93.4	87.6	102.3	87.8	102.3	117.8
Cc1nc2cc(Nc3nc(N4CCOCC4)nc(N4CCN(C)CC4)n3)ccc2n1Cc1ccccc1	x	101.1	97.5	92.6	93.3	107.2	81.7	96.6	106.1
COc1ccccc1N=Nc1sc(=O)[nH]c1S	103.3	123.9	x	88.2	114.6	101.5	83.5	103.6	150.9
Cc1ccc(Nc2ncnc3c2cnn3-c2cccc(F)c2)cc1	94.2	92.9	97.9	84.7	89.0	109.6	79.9	101.1	92.4
O=C(NO)c1ccc(Cn2c(=O)n(CCc3ccc(O)cc3)c(=O)c3ccccc32)cc1	80.4	29.8	83.4	7.7*	95.2	60.4	88.6	91.1	84.7
O=C1CC(N2C(=O)/C(=C/C(Cl)=C\c3ccc([N+](=O)[O-])cc3)SC2=S)C(=O)N1c1ccc(Cl)cc1 (stereo not drawn)	65.1	-64.1*	-12.1*	-26.4*	23.5	74.5	-42.8*	1.2*	38.0
